# bovine MsrA act: bovine MsrA enzyme activators, primary screen, biochemical, absorbance, HTS; activation, % at 10.6 µM; 360,000 tested, 0.3% active; purified bovine MsrA, absorbance read-out; in the data active means activation above about 7.5%;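 further: 0% = vehicle and 100% = reference activator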
# CendR NRP1 mod: modulators of CendR peptide binding to NRP-1, primary screen, biochemical, fluorescence polarization, uHTS; Neuropilin-1 (Homo sapiens), O14786; FAM-RPARPAR peptide binding to NRP-1; inhibition, % at 25 µM; 360,000 tested, 0.85% active;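 active means inhibition or corrected inhibition above about 18%, plus a signal ratio from 0.5 to 1.5, limit read from the data, passing the limit was not always enough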; further: strong numbers were not always called active
# SUMO1 PPI mod: modulators of SUMO1 protein-protein interactions, primary screen, biochemical, uHTS. Small ubiquitin-related modifier 1 (Homo sapiens), P63165. inhibition, % at 20 µM. AID 602429, 2012. SUMO1 binding to a labelled peptide, TR-FRET, 1 h. 360,000 tested, 0.33% active; in the data active means inhibition above about 37%
# Target sequence (P63165 whole entry, looked up): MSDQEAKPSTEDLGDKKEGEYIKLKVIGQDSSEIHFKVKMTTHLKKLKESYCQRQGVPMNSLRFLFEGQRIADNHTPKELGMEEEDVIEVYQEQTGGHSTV
# LMPTP inh: LMPTP phosphatase inhibitors, primary screen, biochemical, fluorescence intensity, uHTS; Low molecular weight phosphotyrosine protein phosphatase (Homo sapiens), P24666; recombinant LMPTP-A, OMFP fluorogenic substrate; inhibition, % at 20 µM; 360,000 tested, 0.22% active;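 active means compounds that cut the enzyme signal by at least half of the control window in the single-dose screen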;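 further: plate controls were DMSO wells with enzyme plus substrate for no effect and substrate without enzyme for full effect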
# Target sequence (P24666 whole entry, looked up): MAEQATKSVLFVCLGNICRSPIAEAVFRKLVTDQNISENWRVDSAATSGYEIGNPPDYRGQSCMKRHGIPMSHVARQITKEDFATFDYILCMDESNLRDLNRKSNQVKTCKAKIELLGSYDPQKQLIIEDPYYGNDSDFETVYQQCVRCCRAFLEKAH
#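 Material: LMPTP-A; amount: 0.625 nM enzyme; doses: single 20 µM dose; times: reaction 50 min, room temperature, dark; technique: fluorescence intensity of OMFP turnover product; benchmarks: no-enzyme and uninhibited controls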
# E coli Lon inh: inhibitors of E. coli Lon protease, primary screen, biochemical, fluorescence polarization; AID 602123, 2011; purified E. coli Lon protease; inhibition, % at 7.94 µM; P0A9M0; 360,000 tested, 0.42% active; in the data active means inhibition above about 13%, passing the limit was not always enough;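 further: 0% = enzyme with probe and DMSO and 100% = no enzyme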
# MsrA inh: bovine MsrA enzyme inhibitors, primary screen, biochemical, absorbance, HTS; purified bovine MsrA, absorbance read-out; inhibition, % at 15.5 µM; 360,000 tested, 0.75% active; in the data active means inhibition above about 4.5%;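 further: 0% = vehicle wells with enzyme and 100% = reference inhibitor wells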
# STEP block: STEP phosphatase inhibitors, primary screen, biochemical, fluorescence intensity, uHTS | Tyrosine-protein phosphatase non-receptor type 5 (Homo sapiens), P54829 | recombinant STEP, OMFP fluorogenic substrate | inhibition, % at 20 µM | 360,000 tested, 0.25% active | AID 588621, 2011;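 active means inhibition at 20 µM, scaled per plate between control wells, above about 37%, limit read from the data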;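 further: 0% = DMSO with enzyme and substrate and 100% = substrate only without enzyme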
# Target sequence (P54829 whole entry, looked up): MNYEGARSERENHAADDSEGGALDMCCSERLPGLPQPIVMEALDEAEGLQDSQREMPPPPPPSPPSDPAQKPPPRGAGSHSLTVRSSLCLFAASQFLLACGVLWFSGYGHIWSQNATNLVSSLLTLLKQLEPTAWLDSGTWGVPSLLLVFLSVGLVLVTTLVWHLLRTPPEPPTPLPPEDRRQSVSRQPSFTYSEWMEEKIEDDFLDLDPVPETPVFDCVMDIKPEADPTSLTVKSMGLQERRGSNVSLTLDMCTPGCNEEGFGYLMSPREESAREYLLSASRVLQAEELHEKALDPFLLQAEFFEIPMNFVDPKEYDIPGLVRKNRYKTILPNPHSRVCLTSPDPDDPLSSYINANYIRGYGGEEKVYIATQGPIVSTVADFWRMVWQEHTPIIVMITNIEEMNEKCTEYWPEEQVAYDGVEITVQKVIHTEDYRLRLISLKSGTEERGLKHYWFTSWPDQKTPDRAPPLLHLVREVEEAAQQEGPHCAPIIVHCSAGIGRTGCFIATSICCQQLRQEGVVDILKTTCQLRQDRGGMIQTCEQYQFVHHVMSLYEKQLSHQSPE
#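 Test system: STEP tyrosine phosphatase / Reagent: OMFP at 25 µM / Doses: 20 µM, 1% DMSO / Read-out: percent inhibition scaled to no-enzyme and uninhibited-enzyme controls, plate-pattern corrected / Detection: FITC-channel fluorescence of OMFP product / Medium: Bis-Tris buffer pH 6.0, 2.5 mM DTT, 0.005% Tween 20 / Schedule: 20 min at room temperature, dark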
# Scp1 inh: Scp-1 phosphatase inhibitors, primary screen, biochemical, colorimetric, uHTS. inhibition, % at 20 µM. Recombinant Scp1, phosphopeptide, malachite green phosphate absorbance. 340,000 tested, 0.88% active;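 active means inhibition above about 50% at 20 µM, limit read from the data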;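 further: plate controls were DMSO wells with enzyme for no effect and wells lacking enzyme for full effect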
# Target sequence (Q9GZU7 76-261 limits assumed): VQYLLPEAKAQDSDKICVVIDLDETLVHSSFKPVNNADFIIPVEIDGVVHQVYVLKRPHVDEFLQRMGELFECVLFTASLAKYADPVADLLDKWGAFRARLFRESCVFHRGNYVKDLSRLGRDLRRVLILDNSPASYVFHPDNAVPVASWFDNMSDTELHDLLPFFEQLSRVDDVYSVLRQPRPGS
#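 assay system = SCP-1 phosphatase catalytic domain, residues 76-261 | buffer or medium = 50 mM Tris acetate pH 5.5, 0.005% Tween-20, 10 mM MgCl2 | incubation = enzyme reaction 45 min at room temperature, colour 5 min, stabilisation 30 min | signal = Phosphate-binding colour reagent, absorbance read at 630 nm | measure = % inhibition at 20 µM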
# Tb MetRS inh: T. brucei MetRS inhibitors, primary screen, biochemical, luminescence. methionyl-tRNA synthetase (Trypanosoma brucei brucei). inhibition, % at 11.9 µM. purified T. brucei MetRS, ATP depletion, Kinase-Glo luminescence. 360,000 tested, 0.4% active;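 active means inhibition above a per-plate cutoff of the control wells' mean inhibition plus 3 SD, cut at about 5.5% in these data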;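 further: 0% = DMSO wells median and 100% = median of wells with control inhibitor compound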
#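 Material: parasite MetRS enzyme / Replication: singlicate, one well per compound / Signal: luminescence of leftover ATP / Schedule: 2 h aminoacylation at 25 °C after 15 min preincubation / Medium: HEPES-MgCl2-KCl buffer plus DTT, spermine, BSA, pyrophosphatase / Doses: 11.9 µM single point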
# DNMT1 inh: human DNMT1 methyltransferase inhibitors, primary screen, biochemical, molecular beacon, fluorescence, HinP1I cleavage, uHTS; DNA (cytosine-5)-methyltransferase 1 (Homo sapiens), P26358; inhibition (reported as % activation of signal), % at 10 µM; 360,000 tested, 0.83% active; AID 588458, 2011; in the data active means inhibition above about 50%
# Starred values were filed as active, the others as inactive; · = not tested or not shown.
# Screens in order – SUMO1 PPI mod	E coli Lon inh	Tb MetRS inh	STEP block	MsrA inh	bovine MsrA act	DNMT1 inh	CendR NRP1 mod	Scp1 inh	LMPTP inh
1. Cc1cnc(NC(=O)CSc2nnc(Cc3ccccc3)n2C)s1
  1	10	-0.4	-3	0.3	-3	-2	-3	-3	-1.1
2. CC(=O)c1sc(NC(=O)CCOc2ccccc2)nc1C
  -2	-10	-0.4	3	1.2	1	-6	8	-8	-1.2
3. COc1ccc2[nH]c3c(c2c1)CCN1C(=O)N([C@@H](C)C(=O)NCc2ccc(C)cc2)C(=O)[C@]31C
  8	-8	1.0	3	-0.3	-1	-4	-5	1	-1.6
4. COc1ccc(Nc2ncnc3c2cnn3-c2ccccc2)cc1OC
  -2	-8	-0.4	-6	-0.3	0	-1	6	0	0.4
5. COc1ccc(CNS(=O)(=O)c2ccc3c(c2)NC(=O)CS3)cc1
  9	2	-0.2	0	-1.1	-1	1	-1	-3	3.6
6. O=C(CSc1ccccc1)N/N=C/c1ccccc1O
  -1	2	-0.1	-4	-1.5	-2	-2	-15	-11	-1.0
7. CCCCCCSc1ccc([C@@H]2[C@H]3C(=O)N(C)C(=O)[C@H]3[C@]3(C(=O)OC)CCCCN23)cc1OC
  2	-2	0.2	0	0.1	-3	-16	-14	3	2.5
8. CCN1CCN(Cc2c(O)c(Cl)cc3c(C)cc(=O)oc23)CC1
  -1	-2	0.1	-4	2.5	0	4	-10	0	-5.0
9. CN1CCN(c2ccccc2NC(=O)COc2ccc(Cl)cc2)CC1
  3	-4	-0.2	0	-0.4	-3	0	4	-10	0.8
10. O=C(Nc1ccc(N2CCOCC2)c(Cl)c1)c1cccc(F)c1
  7	1	-1.5	-2	0.4	-8	-6	-2	-5	-0.4
11. Cc1cc2ncn(C3CC(=O)N(Cc4ccccc4)C3=O)c2cc1C (stereo unspecified)
  0	-1	0.0	-3	0.4	-1	-2	1	-1	0.2
12. O=c1ccnc(Nc2ccc3c(c2)OCCO3)[nH]1
  -2	0	-0.9	-1	0.4	-3	1	-3	-1	1.0
13. COc1ccc2c(ccn2S(=O)(=O)c2ccccc2)c1
  8	-1	-0.6	2	0.2	-4	-2	-3	-12	0.9
14. CC1CC2(NC(=O)NC2=O)C(C)CN1C (stereo unspecified)
  -1	-7	-2.1	9	-0.2	-3	-1	-4	6	-3.0
15. CCc1ccc([C@@H]2C[C@H]3[C@@H](CN2S(=O)(=O)c2ccc(C)cc2)C(=O)C[C@@H](c2ccc(Cl)cc2)N3S(=O)(=O)c2ccccc2C)cc1
  -1	-10	-0.1	1	-0.5	-5	3	2	·	0.1
16. CC(C)OC(=O)c1ccc(N2C(=O)C3CC=CCC3C2=O)cc1 (stereo unspecified)
  -2	-6	-0.2	3	0.6	-3	2	8	-12	-1.4
17. CC(c1ccon1)N(C)C(=O)c1cccc(OC2CCN(S(C)(=O)=O)CC2)c1 (stereo unspecified)
  4	-15	0.1	1	-0.4	-2	2	4	·	-0.5
18. CC(C)[C@@H](C(=O)NC1CCN(Cc2ccccc2)CC1)N1C(=O)N2CCc3c([nH]c4ccccc34)[C@@]2(C)C1=O
  1	-11	-0.4	2	-0.5	-2	-3	-7	10	-1.3
19. CCOc1ccc(NC(=O)CCNC(=O)Cn2cnc3ccccc3c2=O)cc1
  1	-4	0.0	-3	0.7	-5	6	-5	-5	-1.4
20. CCc1cccc(NC(=O)CN(c2ccc(OC)cc2)S(=O)(=O)c2c(C)n[nH]c2C)c1
  -2	2	-1.0	-2	-0.5	-10	-5	-2	-11	1.1

# Structures shown so far that have an aryl thioether with sulfur outside any ring:
# Screens in order – SUMO1 PPI mod	E coli Lon inh	Tb MetRS inh	STEP block	MsrA inh	bovine MsrA act	DNMT1 inh	CendR NRP1 mod	Scp1 inh	LMPTP inh
1. Cc1cnc(NC(=O)CSc2nnc(Cc3ccccc3)n2C)s1
  1	10	-0.4	-3	0.3	-3	-2	-3	-3	-1.1
6. O=C(CSc1ccccc1)N/N=C/c1ccccc1O
  -1	2	-0.1	-4	-1.5	-2	-2	-15	-11	-1.0
7. CCCCCCSc1ccc([C@@H]2[C@H]3C(=O)N(C)C(=O)[C@H]3[C@]3(C(=O)OC)CCCCN23)cc1OC
  2	-2	0.2	0	0.1	-3	-16	-14	3	2.5

# The listing picks up, starting 2 compounds before the break.
# Screens in order – SUMO1 PPI mod	E coli Lon inh	Tb MetRS inh	STEP block	MsrA inh	bovine MsrA act	DNMT1 inh	CendR NRP1 mod	Scp1 inh	LMPTP inh
19. CCOc1ccc(NC(=O)CCNC(=O)Cn2cnc3ccccc3c2=O)cc1
  1	-4	0.0	-3	0.7	-5	6	-5	-5	-1.4
20. CCc1cccc(NC(=O)CN(c2ccc(OC)cc2)S(=O)(=O)c2c(C)n[nH]c2C)c1
  -2	2	-1.0	-2	-0.5	-10	-5	-2	-11	1.1
21. COc1cccc(N2CCN(CC(=O)Nc3nc(C)c(C(=O)N(C)C)s3)CC2)c1
  2	-4	1.0	-3	0.7	3	2	-7	0	0.2
22. CCOC(=O)c1ccc(NC(=O)c2ccc(NC(=O)C3CCCO3)cc2)cc1 (stereo unspecified)
  3	5	-1.6	-4	0.6	-2	-4	-6	-4	0.4
23. COc1ccc(OC)c2c1cc(C(=O)N[C@@H](Cc1ccccc1)C(=O)O)n2C
  2	-1	-0.7	-1	-1.8	-3	-7	14	-9	-2.2
24. O=C(N/N=C/c1cc(Br)c(O)c(Br)c1O)c1cccnc1
  -5	-9	-0.7	7	3.3	-5	19	-14	11	-1.1
25. O=C(CCC(=O)Nc1cccnc1)Nc1cccnc1
  -4	-3	0.8	4	-0.4	-3	1	-1	-2	-2.3
26. CCC(C)NS(=O)(=O)c1ccc(OCC(=O)NCc2ccc(OC)cc2)cc1 (stereo unspecified)
  1	-4	-0.5	0	0.7	-4	1	-6	2	-1.0
27. Cc1ccccc1C(=O)NC1CC2CCCC(C1)N2CC(C)C (stereo unspecified)
  1	-10	-0.2	0	0.7	-3	1	-1	·	-1.9
28. CC(=O)Nc1cccc(NC(=O)Cc2nc(-c3ccccc3)sc2-c2ccc(C)cc2)c1
  -6	-7	-0.9	1	-0.6	-8	-9	-4	-1	1.2
29. O=C(c1cc(Br)c(Br)s1)N1CCc2ccccc2C1
  6	-7	-0.2	0	-0.6	-4	3	1	-6	4.0
30. CCn1nc(C(=O)NNC(=O)c2ccccc2)c2ccccc2c1=O
  -6	-1	-0.1	-1	1.2	-3	2	1	-5	-0.7
31. Cc1c(NC(=O)CSc2nc3ccccc3n2C)c(=O)n(-c2ccccc2)n1C
  -2	-5	0.4	0	-0.8	-2	3	20	-2	-0.7
32. C/C(=N\NC(=O)c1ccncc1)C12CC3CC(CC(C3)C1)C2
  0	-8	-0.1	-1	1.1	-4	-3	0	-9	-1.4
33. CC1=CC(C)(C)N2C(=O)C3(C(C#N)=C(N)OC4=C3C(=O)CC(C)(C)C4)c3c(C)c(C)cc1c32 (stereo unspecified)
  3	-6	-0.9	-2	0.7	-2	-2	1	-2	-0.5
34. N#CCCN(C(=O)COc1ccc(Cl)cc1Cl)c1ccccc1
  4	8	0.1	0	0.0	-2	1	1	-2	-0.6
35. Clc1ccc(CCNc2ncnc3nc[nH]c23)cc1
  3	-2	11*	-1	-0.8	-2	-1	-10	-10	-1.1
36. O=C1N=C(N2CCc3ccccc3C2)S/C1=C\c1ccc(O)cc1
  -20	-39	0.8	2	1.9	1	-3	-28	-5	3.1
37. Cc1cc(C)c(NC(=O)CNC(=O)c2cc([N+](=O)[O-])ccc2N2CCOCC2)c(C)c1
  -20	-5	0.0	-2	1.1	-1	6	10	-7	-0.1
38. Nc1sc(-c2ccccc2)c(Cc2ccccc2)c1C(=O)O
  1	-3	0.1	1	1.5	-6	0	-1	1	0.6
39. O=[N+]([O-])c1ccc(N=Cc2c(O)ccc3ccccc23)cc1
  -23	4	2.7	2	1.9	-5	-6	-41	-4	-1.3
40. CCN(CC)c1ccc(/C=N/NC(=O)OC)c(O)c1
  -12	2	-1.1	2	7.2*	-3	-1	0	-12	0.2
41. O=C(Nc1ccccc1N1CCCC1)C1CCN(S(=O)(=O)c2ccccc2)CC1
  7	-4	-0.2	-1	1.5	-3	-2	-5	-1	-0.5
42. Cc1noc(C)c1NC(=O)N(C)C[C@H]1Oc2ccc(NC(=O)Nc3ccc4c(c3)OCO4)cc2C(=O)N([C@H](C)CO)C[C@@H]1C
  0	-7	-0.2	2	-0.2	1	3	0	28	-0.8
43. O=C1CCN(CCCN2CCC(=O)NC2=S)C(=S)N1
  1	-13	-0.2	2	-0.3	-5	-2	14	·	-1.2
44. Cc1ccnc(NC2c3ccccc3C(=O)N2Cc2ccccc2Cl)c1 (stereo unspecified)
  4	-11	-0.2	-4	1.8	-3	2	-6	-11	0.1
45. C/C(=N\NC(=S)NCc1ccccc1)c1ccc(C(C)(C)C)cc1
  0	-4	-0.8	1	3.0	-8	0	10	1	1.9
46. COc1ccc(NC(=O)Nc2ccc3c(c2)N(C)C(=O)CS3)cc1Cl
  4	-10	0.7	1	-0.1	-1	-15	-3	-11	1.3
47. NC(=O)c1nsc(C(=O)N(Cc2cccnc2)C(C(=O)NCc2ccc(F)cc2)c2ccc(F)cc2)c1N (stereo unspecified)
  -18	-4	-0.2	2	0.9	-3	1	-3	-1	-0.2
48. COc1ccc(C(=O)C2CCCN(C3Cc4ccccc4C3)C2)c(OC)c1 (stereo unspecified)
  -6	5	0.0	2	1.3	-2	-8	1	-7	-1.0
49. O=C(CCCn1c(SCc2cc(=O)n3ccccc3n2)nc2ccccc2c1=O)NCC1CCCO1 (stereo unspecified)
  -14	0	0.1	-2	2.2	0	-8	-4	-1	0.1
50. CN(C)CCCNc1ccc(S(N)(=O)=O)cc1[N+](=O)[O-]
  -24	-9	0.3	0	1.1	-3	-1	-6	-10	-0.4
51. Cc1cc(C(=O)N/N=C/c2cccnc2)n[nH]1
  -7	6	0.0	0	1.1	0	-3	12	-4	-0.9
52. O=C(c1ccccc1)N1CCN(C(=O)c2nn3c(C(F)(F)F)cc(-c4ccco4)nc3c2Br)CC1
  -6	-23	-0.1	0	1.2	-4	-6	-4	-4	0.5
53. O=C(c1ccco1)N1CCN(C(=O)c2snc3ccc(Cl)cc23)CC1
  -14	4	0.0	-2	1.2	0	-1	-7	-10	-0.6
54. N/C(CC(=O)Nc1ccc(F)cc1F)=N\OC(=O)c1cccs1
  1	2	-0.7	-2	0.6	-2	2	1	1	-1.5
